# DRD3 agonist – D3 dopamine receptor (human) agonism. hit rate 0.58% among 410,000. P35462. D3R DiscoveRx beta-arrestin cells, luminescence, 90 min. AID 652048. max activation, %; in the data active means max activation above about 30%; further: 0% is about no effect; mostly tested at two doses, the higher about 12 µM
#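 Agonist-mode cell screen: cells plated at 1500/well and incubated overnight at 37 °C, then exposed to library compounds for 90 min at 37 °C. Detection reagent was added for 30–60 min at room temperature, and luminescence was read.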
# MmCpn inh – inhibitors of Methanococcus maripaludis chaperonin (MmCpn) | purified Mm-Cpn ATPase, ADP Transcreener TR-FRET | Potency, µM (top dose mostly 76.9 µM), inactives show top-dose activity, negative = inhibition, actives largely listed as inhibitors | hit rate 0.031% among 330,000 | AID 504842; further: potency means the concentration at half of the fitted maximal effect; on the % scale 0 is the no-effect control and ±100 the full control effect; nearly all actives have a fitted effect of over 80% in size
#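 ATPase turnover read by TR-FRET ADP competition (Eu cryptate antibody/ADP-d2, 665/590 nm): 10uM ATP final, 25nM Mm-CPN final, 30 min 37degC after 10-min compound preincubation, pH 7.4 Tris/KCl/MgCl2/DTT buffer.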
# PTHR1 agonist – PTHR1 (human) receptor agonism. HEK293 GP2 PTHR1 cells, GloSensor cAMP luminescence, 1 h. Q03431. hit rate 0.075% among 410,000. AID 743266. Potency, µM (titrated, usually from 115 µM), without a hit: at the highest dose activation, hits mostly activators; further: potency means the concentration at half of the fitted maximal effect; nearly all actives have a fitted effect of over 55% in size; some results filed as inactive show a strong effect at the top dose; inactives centre near -15; many of its hits are not listed in these tables
#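 HEK-293-derived GP2 cells expressing PTHR1 and a GloSensor cAMP reporter, 3,000/well, plated overnight, given luciferin plus IBMX (each 0.5 mM as added) for 1 h at 37 °C, then compound for 1 h at 37 °C. Luminescence was read after 15 min at room temperature.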
# CCT modulator – changes cytosolic chaperonin activity; activity change, % (concentration not given with the values), hits read low; AID 651819; purified chaperonin ATPase assay, HTRF ADP detection, 30 min; hit rate 0.3% among 360,000; in the data active means activity change below about -30%; further: on the % scale 0 is the no-effect control and ±100 the full control effect
#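 Enzyme 40 or 20 nM (batch-dependent) in Tris pH 7.4/KCl/MgCl2/DTT; cpd 76 uM single point; ATP 10 uM; 30 min 37 °C; Transcreener ADP HTRF detection, 30 min RT; ratio 665/615.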
# EPAC2 ag – agonists of human EPAC2 (RAPGEF4); AID 720711; Potency, µM (highest dose often 154 µM), without a hit: at the top dose activation, usual class: activators; Q8WZA2; hit rate 0.079% among 360,000; EPAC2 activation, biochemical qHTS; response scale: 100% = 6.5 mM cAMP response; further: potency means the concentration at half of the fitted maximal effect; nearly all actives have a fitted effect of over 50% in size
# Target sequence (Q8WZA2 whole entry, looked up): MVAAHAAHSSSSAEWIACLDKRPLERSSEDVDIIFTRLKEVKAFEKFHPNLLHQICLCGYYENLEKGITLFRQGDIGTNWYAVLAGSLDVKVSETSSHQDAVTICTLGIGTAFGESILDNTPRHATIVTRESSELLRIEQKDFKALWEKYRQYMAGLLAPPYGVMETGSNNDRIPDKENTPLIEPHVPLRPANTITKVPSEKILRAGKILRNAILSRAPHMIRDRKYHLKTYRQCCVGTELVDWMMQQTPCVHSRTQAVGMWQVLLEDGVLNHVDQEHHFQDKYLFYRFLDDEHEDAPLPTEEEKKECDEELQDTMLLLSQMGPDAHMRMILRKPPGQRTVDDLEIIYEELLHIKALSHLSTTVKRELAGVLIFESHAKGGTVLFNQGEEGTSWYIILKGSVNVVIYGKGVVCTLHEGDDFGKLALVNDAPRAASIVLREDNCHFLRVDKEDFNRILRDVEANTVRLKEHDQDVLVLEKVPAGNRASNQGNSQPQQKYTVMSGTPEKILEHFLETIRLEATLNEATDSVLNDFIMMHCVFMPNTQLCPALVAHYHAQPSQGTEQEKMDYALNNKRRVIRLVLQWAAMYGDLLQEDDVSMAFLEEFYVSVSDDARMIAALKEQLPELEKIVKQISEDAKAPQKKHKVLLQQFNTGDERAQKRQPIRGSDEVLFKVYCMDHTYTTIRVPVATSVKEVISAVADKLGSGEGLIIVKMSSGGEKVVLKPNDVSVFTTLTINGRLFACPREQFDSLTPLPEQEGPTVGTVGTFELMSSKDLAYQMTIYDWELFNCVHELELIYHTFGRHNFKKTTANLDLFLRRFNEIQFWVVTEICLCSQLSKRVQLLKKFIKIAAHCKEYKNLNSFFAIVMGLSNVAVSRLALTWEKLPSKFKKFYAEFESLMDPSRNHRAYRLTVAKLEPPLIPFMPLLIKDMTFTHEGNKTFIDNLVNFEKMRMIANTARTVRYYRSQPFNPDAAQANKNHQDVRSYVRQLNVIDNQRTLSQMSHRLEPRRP
#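 Nucleotide exchange monitored as fluorescence drop when BODIPY-GDP leaves Rap1B. Reaction: 100 nM EPAC2, 250 nM RAP1B-BODIPY-GDP, 50 uM GDP, room temperature, kinetic read over 30 min. Activity expressed relative to 6.5 mM cAMP.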
# EPAC2 antag – EPAC2 (human) antagonism; EPAC2 GEF exchange of Rap1B-BODIPY-GDP, fluorescence; Potency, µM (series often up to 114 µM), inactives show at the highest dose activity, negative = inhibition, usual class: inhibitors; hit rate 0.18% among 360,000; AID 720708; further: potency means the concentration at half of the fitted maximal effect; on the % scale 0 is the no-effect control and ±100 the full control effect; nearly all actives have a fitted effect of over 45% in size; many of its hits are not listed in these tables
# pAkt inh – blocks phosphorylation of Akt | Neuro2A IGF-stimulated pAkt S473 HTRF, 20 min; hits give low values | hit rate 0.32% among 360,000 | activity change, % for hits at 50 µM; in the data active means activity change below about -80%; inconclusive means mostly about -51% to -80%; further: on the % scale 0 is the no-effect control and ±100 the full control effect
#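 Neuro2A cells in DMEM with 0.5% FBS, overnight at 37 deg C, given compound at single 50 µM final, then IGF (6 nM final) for 20 min at 37 deg C. Lysed; phospho-Akt Ser473 by HTRF after 24 h, 665/615 ratio.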
# D3 antag – blocks the human D3 dopamine receptor | hit rate 2.5% among 360,000 | AID 652054 | D3R cells, DiscoveRx beta-arrestin luminescence, antagonist mode; hits give low values | P35462 | max response, negative = inhibition, %; in the data active means max response below about -50%; inconclusive means no clear call, values can overlap the other calls; further: on the % scale 0 is the no-effect control and ±100 the full control effect; mostly tested at two doses, the higher about 12 µM
#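 Cells plated overnight at 1500 cells/well, then exposed to library compounds with dopamine controls for 90 minutes at 37 degrees C. DiscoveRx reagent added for 30–60 minutes at room temperature; luminescence read, quantitative HTS format.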
# * = called active by the depositor; i = inactive; ? = inconclusive; · = not tested or not shown; [ ] = dose if it differs, or a comment. Unless noted, the call rests on the fitted dose curve; in most records, active means well fitted curve in the direction sought with a large enough effect; inconclusive means small, poorly fitted or top-dose-only effect, or another doubt; inactive means no such curve, though single readings can be large; an effect the other way counts as inactive or inconclusive.
SMILES,DRD3 agonist,MmCpn inh,PTHR1 agonist,CCT modulator,EPAC2 ag,EPAC2 antag,pAkt inh,D3 antag
CCOC(=O)c1csc(CCNC(=O)c2ccccc2)n1,5,·,-24%,0.6,5%,1%,i,12
COc1ccc(OC)c(/C=C/C(=O)OCC(=O)N2C(C)CCCC2C)c1 (centres undefined),-29,-7%,-3%,-0.2,10%,-5%,i,22
Cc1ccc(NC(=O)CCCCCN2C(=O)[C@@H]3Cc4ccccc4CN3C2=O)c(C)c1,1,-2%,-16%,-0.7,10%,-4%,i,10
Cc1ccc(-c2nc3ncccc3o2)cc1NC(=O)Cc1ccc(Cl)cc1,3,-1%,-1%[57.5 µM],0.7,3%,3%,i,4
O=C(CN1C(=O)C2CCCCC2C1=O)Nc1ccc(OC(F)F)c(Cl)c1 (centres undefined),-7,4%,-51%[inhibitor],-0.5,10%,-5%,i,-2
COCCN(C(=O)CSc1nnc(-c2ccc(Cl)cc2)o1)c1c(N)n(CC(C)C)c(=O)[nH]c1=O,7,0%,i,-0.5,2%,4%,i,9
CCN(CC)C(=O)c1cccc(NC(=O)c2cc(C3CC3)nc3c2cnn3C(C)C)c1,1,-3%,-27%,1.5,6%,-23%,i,19
CCCN(CC(=O)Nc1ccc(F)c(F)c1F)C(=O)Cn1c(=O)cnc2ccccc21,4,-2%,i,0.2,11%,-1%,i,-7
COc1ccc(C(=O)NNC(=O)C(=O)Nc2ccc(C)cc2)cc1,0,0%,i,-9.0,6%,1%,i,1
COc1cccc(/C=N/NC(=O)C(=O)Nc2ccccc2OC(F)(F)C(F)F)c1,-12,-1%,i,-3.1,-2%,7%,i,9
CCOC(=O)N1CCN(C(=O)Nc2ccccc2)CC1,-1,0%,i,-0.8,9%,3%,i,1
Cc1cc(C)c(NC(=O)CNC(=O)CN2C(=O)NC3(CCCc4ccccc43)C2=O)c(C)c1 (centres undefined),3,-1%,0%,-2.3,2%,0%,i,1
COc1ccccc1CNC(=O)c1ccc(NC2=NC3CS(=O)(=O)CC3S2)cc1 (centres undefined),-9,-2%,-25%,0.7,-5%,12%,i,-4
OC(Cc1cccc(Br)c1)c1ncc(-c2ccccc2C(F)(F)F)[nH]1 (centres undefined),4,·,i,-0.1,0%,?,i,10
O=C(CCc1ccccc1)N/N=C/c1cccc(O)c1,1,0%,i,-1.0,1%,5%,i,-5
COc1nc(NCc2ccco2)nc(N2CCC(C)CC2)n1,9,-7%,i,-0.8,5%,0%,i,-7
NS(=O)(=O)c1ccc(CCNc2nc(C(F)(F)F)nc3ccccc23)cc1,26,-16%,-4%,0.5,-1%,0%,i,1
CCOc1ccccc1NC(=O)[C@@H](NC(=O)c1cccc(S(=O)(=O)N2CCOCC2)c1)C(C)C,5,1%,i,1.6,3%,-3%,i,9
O=[N+]([O-])c1ccc(-[n+]2nc(-c3ccccc3)nn2-c2ccccc2)cc1,-15,-3%,?,-0.9,6%,12%,i,-16
COc1ccc(C(=O)Nc2ccncc2)cc1[N+](=O)[O-],-12,-1%,?,2.3,5%,9%,i,-13
O=C(NNc1nc2ccccc2s1)Nc1ccc(Cl)c(Cl)c1,-10,0%,i,1.2,-1%,4%,i,7
CCOc1ccc2nc(C(C)O)[nH]c2c1 (centres undefined),6,1%,i,2.1,2%,7%,i,-10
CCC(=O)N1CCC1(C)C(=O)Nc1ccc2nc(C)ccc2c1 (centres undefined),6,·,i,2.2,10%,-7%,i,14
CCN(CC(=O)Nc1c(F)cccc1F)C(=O)CNC(=O)c1ccco1,2,0%,i,0.1,0%,-7%,i,8
Cc1ccccc1CN(C)CC(=O)Nc1ccccc1Oc1ccccc1,-4,-1%,-22%,-2.2,13%,?,i,-3
CCOc1ccc(-n2c(Cc3ccccc3)nnc2SCc2c(C)noc2C)cc1,10,1%,i,0.2,5%,2%,i,0
CCC(C)(C)NC(=O)CN(Cc1cccs1)C(=O)CNS(=O)(=O)c1ccc(F)cc1,-3,0%,-91%[inhibitor],0.4,-11%,-4%,i,5
CCOc1ccc(C(O)(CCC(C)C)C(CN2CCOCC2)c2ccccc2)cc1 (centres undefined),-1,0%,-21%,-0.2,-2%,-24%,i,3
CCN(CC)C(=O)CSc1nnc2nnc3cc(Cl)ccc3n12,-9,-1%,i,4.2,25%,18%,i,?
CCNc1nc(NCC)n2c(SCC(=O)Nc3cc(Cl)ccc3OC)nnc2n1,-5,-3%,i,-0.7,-3%,12%,i,8

# Compound profiles, as listed above. Order of values: DRD3 agonist | MmCpn inh | PTHR1 agonist | CCT modulator | EPAC2 ag | EPAC2 antag | pAkt inh | D3 antag
# Shown for COc1ccc(C(=O)Nc2ccncc2)cc1[N+](=O)[O-] = -12 | -1% | ? | 2.3 | 5% | 9% | i | -13
# Shown for CCC(=O)N1CCC1(C)C(=O)Nc1ccc2nc(C)ccc2c1 (centres undefined) = 6 | · | i | 2.2 | 10% | -7% | i | 14
# Shown for CCOC(=O)c1csc(CCNC(=O)c2ccccc2)n1 = 5 | · | -24% | 0.6 | 5% | 1% | i | 12

# (next part)
SMILES,DRD3 agonist,MmCpn inh,PTHR1 agonist,CCT modulator,EPAC2 ag,EPAC2 antag,pAkt inh,D3 antag
CCc1ccc(NC(=O)N2CCC(c3ccccc3)C2)cc1 (centres undefined),-3,-2%,0%,-0.2,-5%,-9%,i,0
C=CCNC(=O)CC(=O)N/N=C/c1cccc(C)c1,2,2%,i,-23,3%,-7%,i,-1
CC(C)CNC(=O)c1cc2nc3c(c(C(F)(F)F)n2n1)CCc1ccccc1-3,2,-1%,i,0.9,0%[15.6 µM],0%,·,?
Cc1ccc(S(=O)(=O)Nc2nc3ccccc3nc2NCC2CCCO2)cc1C (centres undefined),1,-5%,-11%,1.0,9%,-8%,i,-10
C=CCn1c(SCC(=O)Nc2ccccc2CC)nnc1-c1ccncc1,-14,2%,i,-0.2,8%,10%,i,-9
O=C(N/N=C/c1ccco1)C1CC1c1ccccc1 (centres undefined),-7,2%,i,-6.7,8%,-1%,i,2
COCOc1cc(O)c2c(=O)c(OCOC)c(-c3ccc(OCOC)c(OCOC)c3)oc2c1,4,·,-51%[inhibitor],0.2,8%,-18%,i,32
Cn1c2ccccc2c(=O)c2c(=O)n(-c3ccc(F)cc3)c(C3CCCCC3)nc21,-11,·,i,-1.3,-1%,-4%,i,3
COc1cccc(C2c3[nH]c4ccccc4c3C[C@H]3C(=O)N(C)CC(=O)N23)c1 (some centres undefined),-2,0%,-55%[inhibitor],0.2,-3%,-24%,i,7
CC1(C)CC(=O)C2=C(C1)N(Cc1cccnc1)C(=O)C2(NC(=O)c1ccc(F)cc1)C(F)(F)F (centres undefined),3,-26%,i,-0.1,6%,-1%,i,-12
COc1ccc(C(=O)OCC(=O)NCc2ccc3c(c2)OCO3)cc1S(=O)(=O)N1CCOCC1,-16,1%,-26%,0.4,19%,11%,i,-24
Cc1ccc(C(=O)NCC(=O)OCC(=O)c2ccc(Br)s2)cc1,-13,?,-4%,-2.2,9%,-24%,i,-16
COC(=O)c1sccc1Oc1ccc(Cl)cc1N1C(=O)CCC1=O,-20,?,8%,-0.6,-2%,2%,i,12
Cc1cc2c(=O)n(C)c(SCC(=O)Nc3ccc(F)cc3)nc2s1,5,·,i,1.5,3%,-2%,i,-4
CCCCNC(=O)O[C@@H]1C[C@@H]2CCN3C(=O)CCC[C@H]([C@H]1CC)[C@H]23,9,-1%,-21%,-0.4,2%,2%,i,12
CCOC(=O)Cc1cnc(NC(=O)CSc2nc(C)c(CC)c(=O)[nH]2)s1,-3,1%,-5%,-6.1,12%,6%,i,12
O=C(/C=C/c1ccc(O)cc1)OCc1occc(=O)c1O[C@@H]1OC(CO)[C@@H](O)[C@H](O)[C@@H]1O (some centres undefined),2,1%,-22%,1.5,4%,9%,i,-29
COc1ccccc1C1CCN(C(=S)Nc2ccc(Br)cc2)CC1,-5,2%,-20%,-0.1,10%,-9%,i,-19
Fc1ccc(/C=N/Nc2nccnc2Cl)cc1,5,0%,-45%[inhibitor],-0.3,8%,8%,i,8
O=C(COC(=O)c1ccccc1Br)Nc1ccc2[nH]c(=O)[nH]c2c1,3,-1%,i,0.6,0%,-1%,i,2
Cc1ccc2nc(NCCNC(=O)c3ccccc3)c(C#N)cc2c1,-5,0%,-19%,-1.3,0%,8%,i,8
C[C@@H]1CN([C@@H](C)CO)C(=O)c2cc(NS(=O)(=O)c3ccc(Cl)cc3)ccc2O[C@H]1CN(C)Cc1ccncc1,2,2%,-24%,1.8,8%,0%,i,28
Cc1ncsc1CCOC(=O)c1ccccc1,-5,-3%,i,-0.4,0%,-5%,i,-4
Cc1ccccc1C(=O)OC(C)CN1CCOCC1 (centres undefined),-4,-3%,i,-7.3,17%,-11%[57.1 µM],i,-3
COc1ccc(C(=O)Nc2ccc(OC)c(OC)c2)cc1,-16,1%,i,-2.1,3%,4%,i,-15
COc1ccc(C(=O)OCC(=O)N2c3ccccc3CC2C)cc1S(=O)(=O)N1CCOCC1 (centres undefined),1,·,-21%,-1.0,4%,-12%,i,-7
N/C(=N\NC(=O)c1cccc(F)c1)c1cc2ccccc2oc1=O,-9,0%,?,0.0,6%,-8%,i,-11
Nc1ccccc1C#Cc1ccccc1,9,0%,-50%[inhibitor],0.5,18%,-22%,i,28
Cc1ccc(C(=O)N2CCN(c3ccc(NC(=O)c4cccnc4)cc3)CC2)cc1,3,-1%,-40%[inhibitor][57.5 µM],-0.5,4%,-1%,i,7
COc1ccc(OC)c(C(=O)COC(=O)CNC(=O)c2ccccc2)c1,-12,-1%,-8%,-5.1,14%,1%,i,-3
Cc1ccc(NC(=O)CN(C)C(=O)COC(=O)c2oc3ccccc3c2C)cc1,1,0%,-30%[inhibitor],0.9,13%,6%,i,-7

# At a glance, part of the list above.
SMILES,DRD3 agonist,MmCpn inh,PTHR1 agonist,CCT modulator,EPAC2 ag,EPAC2 antag,pAkt inh,D3 antag
CCOC(=O)c1csc(CCNC(=O)c2ccccc2)n1,5,·,-24%,0.6,5%,1%,i,12
COc1ccc(OC)c(/C=C/C(=O)OCC(=O)N2C(C)CCCC2C)c1 (centres undefined),-29,-7%,-3%,-0.2,10%,-5%,i,22

# A portion of the library. The share of hits here may be higher or lower than overall.
